Screening results: PubChem, National Center for Advancing Translational Sciences (NCATS)
N370S GC mod – qHTS Assay for Inhibitors and Activators of N370S glucocerebrosidase as a Potential Chaperone Treatment of Gaucher Disease | Lysosomal acid glucosylceramidase (Homo sapiens), P04062 | N370S GC spleen homogenate, 4MU-glucoside fluorescence | Potency, µM (top dose mostly 59.4 µM), for the others: top-dose activity change, negative = inhibition, hits mostly inhibitors | 330,000 tested, 0.092% active | AID 2101, 2009;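 note: 0% = full enzyme activity and -100% = no enzyme basal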
DT40 TDP1 CPT – qHTS for Inhibitors of human tyrosyl-DNA phosphodiesterase 1 (TDP1): qHTS in cells in presence of CPT; 420,000 tested, 12% active; chicken DT40 Tdp1-/-;hTDP1 cells + 20 nM CPT, ATP luminescence, 48 h; Potency, µM (titrated, usually from 46.2 µM), for inactives: at the top dose activity change, negative = growth inhibition, usual class: inhibitors; note: nearly all actives have a fitted effect of over 55% in size
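Chicken DT40 Tdp1-/- cells complemented with human TDP1, 400 cells/well, exposed to compounds plus 20 nM camptothecin for at least 48 h at 37 C; viability read as ATP content by CellTiter-Glo luminescence.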
FEN1 inh – qHTS Assay for the Inhibitors of Human Flap endonuclease 1 (FEN1). Recombinant FEN1 flap cleavage, fluorescence, 15 min. Potency, µM (series often up to 114 µM), without a hit: at the highest dose activity change, negative = inhibition, hits mostly inhibitors. 390,000 tested, 0.35% active. AID 588795, 2011; note: nearly all actives have a fitted effect of over 65% in size
Target sequence (P39748 whole entry, looked up): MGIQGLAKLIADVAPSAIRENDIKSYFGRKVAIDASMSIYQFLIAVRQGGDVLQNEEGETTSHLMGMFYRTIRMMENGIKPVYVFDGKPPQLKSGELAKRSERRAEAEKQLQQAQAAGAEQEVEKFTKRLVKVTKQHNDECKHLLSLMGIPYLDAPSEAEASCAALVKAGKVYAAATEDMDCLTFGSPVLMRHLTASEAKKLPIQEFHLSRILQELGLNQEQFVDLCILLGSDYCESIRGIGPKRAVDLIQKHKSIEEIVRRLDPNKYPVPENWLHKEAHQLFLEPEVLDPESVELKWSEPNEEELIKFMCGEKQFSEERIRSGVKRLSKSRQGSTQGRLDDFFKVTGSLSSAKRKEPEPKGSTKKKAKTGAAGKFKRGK
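FEN1 at 10 nM preincubated with compounds 15 min at room temperature, then flap DNA substrate added at 50 nM final. Signal read at 0 and 15 min; concentration-response fitted with four-parameter Hill equation.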
* = called active by the depositor; ? = inconclusive; . = no result given. Calls come from the whole dose curve; as a rule, active = well fitted curve in the direction sought with a large enough effect; inconclusive = small, poorly fitted or top-dose-only effect, or another doubt; inactive = no such curve, though single readings can be large; an effect the other way counts as inactive or inconclusive. Unless noted, % is set by controls: 0 for no effect and ±100 for the full control effect; potency is the fitted concentration of half-maximal effect.

| SMILES | DT40 TDP1 CPT | N370S GC mod | FEN1 inh |
| --- | --- | --- | --- |
| Cc1csc(SCC(=O)Nc2cccc(S(=O)(=O)N3CCCC3)c2)n1 | -29% | -2% | -2% |
| COc1ccc(C(=O)Nc2ccccc2Cc2ccccc2)c(OC)c1 | 18µM* | 7% | 5% |
| CCOC(=O)c1cc2c(c(CCO)n1)[C@@H](CCO)N(S(=O)C(C)(C)C)C2 (stereo partly specified) | 14% | . | -6% |
| CCn1ncc2c(OCc3ccc(C#N)cc3)cc(C)nc21 | ? | 20% | -9% |
| COc1cc(/C=N/NC(=O)c2ccccn2)cc2c1OCO2 | 8% | 3% | 5% |
| Cc1ccc(CNC(=O)Cn2cnc3c(NC(=O)OCc4ccccc4)ncnc32)o1 | -10% | . | 18% |
| CC(=O)c1cc(CN2CCN(Cc3ccccc3)C(CCO)C2)cs1 (stereo unspecified) | 1% | -3% | -3% |
| COC(=O)c1c(NC(=O)c2cccc(N3C(=O)CCC3=O)c2)sc2c1CCN(C(C)=O)C2 | 5% | -2% | 3% |
| CCOC(=O)C1=C(C)N=C2SC(C)C(=O)N2C1c1ccccc1 (stereo unspecified) | -8% | -3% | -4% |
| CCOC(=O)Cn1c(CN2CCOCC2)nc2c1c(=O)[nH]c(=O)n2C | 0% | 7% | 19% |
| O=C(CNC(=O)c1ccc(F)cc1)N/N=C/c1cc(Br)ccc1OC(=O)/C=C/c1ccco1 | 9.2µM* | -3% | 15% |
| COc1cc(OC)cc(-c2nc3nc(C)c(CCC(=O)Nc4ccc(Cl)cc4)c(C)n3n2)c1 | 15% | . | -8% |
| CCn1c(SCC(=O)Nc2cccc(S(=O)(=O)N(C)c3ccccc3)c2)nnc1C1CC1 | ? | . | 5% |
| O=C(Nc1ccc(Br)cc1)c1cc(S(=O)(=O)NC2CCCC2)ccc1F | 23µM* | . | -5% |
| CC(C)CN1CCN(CCCOC(=O)Nc2cccc3ccccc23)CC1C (stereo unspecified) | -13% | . | 13% |
| CCCCNc1c(-c2ccc(OC)c(SC(C)CC)c2)nc2cc(C)ccn12 (stereo unspecified) | 16µM* | . | ? |
| O=C(N=Nc1c(O)[nH]c2ccccc12)c1cccc(S(=O)(=O)Nc2ccccc2Cl)c1 | ? | 13% | 0% |
| O=C1CC(N2CCN(c3ccccc3Cl)CC2)C(=O)N1c1ccc(F)cc1 (stereo unspecified) | -24% | -14% | -13% |
| COc1ccccc1CNC(=O)C1CCC(CNS(=O)(=O)c2cccc3cccnc23)CC1 (stereo unspecified) | 10% | -3% | -3% |
| O=C(COC(=O)CNS(=O)(=O)c1ccc(Cl)cc1)NC1CCCCC1 | -23% | 7% | 1% |
| CCC(Oc1ccc(F)cc1)C(=O)Nc1nc2c(s1)CCCC2 (stereo unspecified) | ? | . | -5% |
| COc1ccc(C2C=C(c3ccc(C)cc3)Nc3ncnn32)cc1 (stereo unspecified) | -10% | -4% | -14% |
| Cc1c(C)c2c(OCC(=O)NCC(O)c3ccccc3)cc3c(c2oc1=O)CCC(C)(C)O3 (stereo unspecified) | ? | 7% | 11% |
| CC(Sc1nnc(-c2ccncc2)n1-c1ccc(F)cc1)C(=O)NC1CC1 (stereo unspecified) | -3% | . | -3% |
| CCCCCCCn1c(=N)n(CC(=O)c2ccco2)c2ccccc21 | 21µM* | 1% | -12% |
| Cc1cc(Cl)c(OCCN2C(=O)NC(C)(C)C2=O)c(Br)c1 | ? | -2% | -1% |
| O=C(C1CCCCC1)N1CCc2ccccc21 | -6% | 3% | 7% |
| CC1(C)CC(=O)C(N=Nc2ccc(F)cc2)=C(O)C1 | -5% | -2% | 22% |
| C=CCn1c(SCCNC(C)=O)nc2cc(-c3ccccc3)sc2c1=O | -6% | -3% | -1% |
| CCn1c(=O)c2c(nc(SCC(=O)NCC3CCCO3)n2C)n(C)c1=O (stereo unspecified) | ? | -5% | 5% |
| COc1ccccc1NC(=O)c1ccccc1-c1ccccc1C(=O)O | -1% | 0% | 8% |
| COc1cccc(CNC(=O)c2ccc(Cl)c(NC3=NC4CS(=O)(=O)CC4S3)c2)c1 (stereo unspecified) | -1% | 6% | -8% |
| O=C(OCC(=O)N1CCOCC1)c1ccccc1O | 12% | -2% | 12% |
| O=C(Nc1cc([N+](=O)[O-])ccc1N1CCOCC1)c1cccs1 | -4% | -4% | -2% |
| COc1ccc(NC(=O)CS(=O)c2ccc(Cl)c(Cl)c2)cc1 (stereo unspecified) | ? | 0% | 7% |
| CCOC(=O)c1nn(-c2ccc(C)cc2)c(=O)cc1OCC(=O)Nc1cccc(C)c1 | -24% | -1% | 2% |
| O=C(Nc1nccs1)c1ccc[nH]c1=O | 9% | -6% | -9% |
| O=C(CSc1nc(=O)n(Cc2ccco2)c2c1CCC2)NCc1ccccc1 | -24% | . | -5% |
| Cc1nn2c(C)c(C(=O)NC(C)(C)C)cnc2c1-c1ccc(F)cc1 | -8% | . | 12% |
| C=CCN(C(=O)CCS(=O)(=O)c1cccc2nsnc12)c1ccccc1 | 2% | 2% | -2% |
| Cc1ccccc1S(=O)(=O)N1[C@@H](c2ccc(F)cc2)C(C(=O)O)=CC[C@H]1c1ccc(Cl)cc1 | -10% | -14% | 9% |
| Cc1ccc(SCC(=O)NN=C2CCN(C)CC2)cc1 | 4% | -4% | 13% |
| COc1cc2nc(NCCc3cccc(C)c3)n3nc(-c4ccccc4)nc3c2cc1OC | ? | . | 15% |
| NC(=O)C1CCCN(C(=O)CCCNC(=O)c2ccc(Cl)cc2)C1 (stereo unspecified) | -5% | -4% | -5% |
| CCCC(=O)NCn1nnc(-c2ccc(Cl)cc2)n1 | -21% | -8% | 3% |
| COc1ccc(CCN(C)S(=O)(=O)c2ccc(Cl)nc2)cc1OC | -22% | -9% | 2% |
| Cc1ccc(CNC(=O)c2ccc(NC(=O)C3=CSCCO3)cc2)cc1 | -29% | 2% | -2% |
| Cc1cccc(-n2nnnc2S(C)(=O)=O)c1 | 1.2µM* | . | 10% |
| O=C(Nc1nc2n(n1)C(c1ccc(Cl)cc1)C=C(c1ccccc1)N2)c1ccco1 (stereo unspecified) | 21µM* | . | 13% |
| CN(C(=O)c1ccc(NC(=O)Cc2ccc(NC(=O)C3CCN(C(=O)C4CCC4)CC3)cc2)cc1)C1CCCC1 | -29% | . | 12% |
| COc1ccc(/C=C2\CCc3ccccc3C2=O)cc1Cn1nc(C)cc1C | ? | ? | -17% |
| O=C(Nc1cccc(S(=O)(=O)NC2=NCCCCC2)c1)c1cccnc1Cl | -18% | -22% | 0% |
| Cc1ccc(C)c(N2CCN(S(=O)(=O)c3c(C)noc3/C=C/N(C)C)CC2)c1 | ? | 16% | 2% |
| CC(/C=N/n1c(-c2n[nH]c3c2CCC3)n[nH]c1=S)=C\c1ccco1 | 7% | 5% | -14% |
| O=C(CN1C(=O)c2cccc3cccc1c23)NC1CCCC1 | -9% | 4% | 13% |
| O=C(COC(=O)C1CC2CCCC(C1)C2=O)NNC(=O)c1ccc([N+](=O)[O-])cc1 (stereo unspecified) | -12% | -2% | 13% |
| O=S(=O)(c1ccc(NC(=S)NCc2ccncc2)cc1)N1CCCCC1 | -15% | -10% | 6% |
| COC(=O)c1ccc(Cl)cc1NC(=O)Nc1nnc(N(C)Cc2ccccc2)s1 | -21% | . | -20% |
| COCC(=O)n1cc(C(=O)OC)c2ccccc21 | -8% | 2% | 8% |
| N#CCCN1CCCc2cc(N=Nc3ccc(C(F)(F)F)cc3)ccc21 | ? | 14% | -1% |

(listing goes on)
| SMILES | DT40 TDP1 CPT | N370S GC mod | FEN1 inh |
| --- | --- | --- | --- |
| COc1ccc(C2Nc3ccccc3C(=O)N2c2ccc(C)cc2)cc1COc1ccccn1 (stereo unspecified) | ? | 25% | 1% |
| CC1=C(C(=O)Nc2ccccc2C(=O)N2CCC(C)CC2)SCCO1 | -22% | -1% | 19% |
| O=C(Cn1c(NCCO)nc2ccccc21)NCC(F)(F)F | 5% | 16% | -8% |
| O=C(Cc1cnn(-c2ccccc2)c1)c1ccc(O)c(O)c1O | 21µM* | 3% | 25µM* |
| O=C(O)c1cc(C(=O)O)cc(N2C(=O)CSC2=S)c1 | 4% | -6% | ? |
| COC(=O)c1ccc(NC(=O)CC2C(=O)N(c3cccc(OC)c3)C(=O)N2Cc2cccc(OC)c2)cc1 (stereo unspecified) | ? | . | 0% |
| N=C1c2ccccc2CN1NC(=O)COc1ccc(Cl)cc1 | -10% | -24% | -16% |
| CC(C)[C@H]1C(=O)Nc2ccccc2N1C(=O)N[C@@H](Cc1ccccc1)C(=O)N[C@@H](C(=O)O)c1ccccc1 | 13% | -7% | 3% |
| O=C(c1cccc(-n2cccc2)c1)N1CCN(S(=O)(=O)c2ccccc2)CC1 | 21% | -4% | ? |
| CC(O)(CS(=O)(=O)Cc1ccccc1)c1ccccc1 (stereo unspecified) | -3% | -6% | 1% |
| CC(C(=O)Nc1ccc(O)c(C(=O)O)c1)N1C(=O)/C(=C/c2cccs2)SC1=S (stereo unspecified) | ? | 14% | -8% |
| O=c1cc(O)nc(SCc2ccccc2)n1-c1ccc(Cl)cc1 | -3% | 0% | 15% |

One compound at a time, from the list above:
Record of O=C(Cc1cnn(-c2ccccc2)c1)c1ccc(O)c(O)c1O = DT40 TDP1 CPT: 21µM*; N370S GC mod: 3%; FEN1 inh: 25µM*
Record of COc1ccc(C2Nc3ccccc3C(=O)N2c2ccc(C)cc2)cc1COc1ccccn1 (stereo unspecified) = DT40 TDP1 CPT: ?; N370S GC mod: 25%; FEN1 inh: 1%

(continued)
| SMILES | DT40 TDP1 CPT | N370S GC mod | FEN1 inh |
| --- | --- | --- | --- |
| COc1cccc(NC(=O)c2cc3ccccc3o/c2=N\O)c1 | 15µM* | -12% | -24% |
| O=C(Nc1ccc(Cl)c(S(=O)(=O)N2CCOCC2)c1)c1cccs1 | ? | . | -7% |
| CC1(NC(=S)Nc2ccc(NC(=S)NC3(C)CCS(=O)(=O)C3)cc2)CCS(=O)(=O)C1 (stereo unspecified) | 10% | -22% | 15% |
| Cc1cc(C(=O)CSc2n[nH]c(N)n2)c(C)n1-c1cccc(F)c1 | ? | 3% | -6% |
| Cc1cc(OCC(=O)N2CCC(C(=O)O)CC2)c2c(C)cc(=O)oc2c1 | 7% | -4% | 11% |
| COc1ccc(-c2ncccc2O)cc1 | 0% | -15% | -6% |
| Cc1cc(C)nc(/N=C2\NC(=O)CC(C(=O)O)N2c2ccc(Cl)cc2)n1 (stereo unspecified) | 11% | 6% | -17% |
| COc1ccccc1NC(=O)CN(c1ccccc1)S(=O)(=O)c1ccccc1 | -20% | ? | -1% |
| Cc1ccc(S(=O)(=O)N(C)C)cc1NC(=O)C(C)OC(=O)c1cc[n+]([O-])cc1 (stereo unspecified) | -2% | . | 0% |
| Fc1ccc(-c2cnc[nH]2)cc1 | 14% | -9% | -4% |
| COc1ccc(CCNc2c([N+](=O)[O-])c(=O)oc3ccccc23)cc1OC | 1% | 6% | 4% |
| CCOc1ccc(S(=O)(=O)NCCC(=O)NCC(c2ccco2)N2CCCCC2)cc1 (stereo unspecified) | 4% | . | -5% |
| O=C(NCc1ccncc1)C(=O)NCc1ccncc1 | 21% | 2% | -2% |
| COc1ccc(CNS(=O)(=O)NCc2ccc(C)cc2)cc1OC | ? | -6% | -6% |
| Cc1ccccc1NC(=O)c1ccc(CN2CCc3ccccc3C2)cc1 | ? | -11% | -4% |
| COC(=O)/C(C#N)=C\c1c(OC)[nH]c2ccccc12 | ? | 5% | 8% |
| FC(F)Oc1ccc(/C=N/c2c(-c3ccc(OC(F)F)cc3)nc3n2CCS3)cc1 | ? | 1% | -11% |
| O=C(c1cccc([N+](=O)[O-])c1)N1CC2C3C=CC(C3)C2C1 (stereo unspecified) | -1% | 8% | 2% |
| COc1ccc2cc3c(N)nn(C(=O)c4ccc(F)cc4)c3nc2c1 | ? | 4% | -11% |
| COc1ccc(NC2=CC(c3cccc(OC)c3)N(c3ccc(OC)cc3)C2=O)cc1 (stereo unspecified) | -2% | -2% | 2% |
| Cc1nc2sccc2c(=O)n1-c1cccc(Cl)c1 | -2% | 9% | -5% |
| CC(C)Oc1nc(-c2ccccc2O)nc2ccccc12 | -4% | ? | -4% |
| COc1ccc(OC)c(C(=O)c2ccc([N+](=O)[O-])cc2)c1 | -25% | . | -10% |
| COc1ccc(NC(=O)C2(S(=O)(=O)c3ccc(C)cc3)CC2)c(OC)c1 | -11% | . | 2% |

Some of the entries above in a different format.
> CCCC(=O)NCn1nnc(-c2ccc(Cl)cc2)n1
  DT40 TDP1 CPT = -21% | N370S GC mod = -8% | FEN1 inh = 3%

> COc1ccc(CCN(C)S(=O)(=O)c2ccc(Cl)nc2)cc1OC
  DT40 TDP1 CPT = -22% | N370S GC mod = -9% | FEN1 inh = 2%

> Cc1ccc(CNC(=O)c2ccc(NC(=O)C3=CSCCO3)cc2)cc1
  DT40 TDP1 CPT = -29% | N370S GC mod = 2% | FEN1 inh = -2%

> Cc1cccc(-n2nnnc2S(C)(=O)=O)c1
  DT40 TDP1 CPT = 1.2µM* | N370S GC mod = . | FEN1 inh = 10%

A portion of the library; count on the stated rates, not on these rows.
